Compound activity from PubChem BioAssay.
inhibitors of VEEV: inhibitors of VEEV TC-83 cytopathic effect, confirmation, Vero cells (AID 588727). Vero cells, VEEV TC-83 cytopathic effect inhibition; higher % means a stronger effect. one-dose inhibition, % at 20 µM; IC50 in µM for titrated hits. actives 0.13% (n = 350,000); in the data active = a potency from the dose series; inconclusive = inhibition mostly from about 14% at the one dose, without a potency; inactive = the rest, 99 in 100 with inhibition below about 12%; note: strong numbers were not always called active
H37Rv inhibition: M. tuberculosis growth inhibition, HTS (AID 449762) | M. tuberculosis H37Rv growth inhibition, 7H9 media; higher % means a stronger effect | inhibition, % at 25 µM, or IC50 in µM where a hit was titrated | actives 0.59% (n = 330,000); in the data active = a potency from the dose series; inconclusive = inhibition above about 70% without an active follow-up result;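 note: bacterial growth assessed after seven days of incubation; strong numbers were not always called active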
Salmonella PhoP GFP: PhoP regulon inhibitors, Salmonella typhi PhoP promoter GFP reporter, confirmatory (AID 1850). inhibition, % at 50 µM; hits with a dose series show IC50 in µM. Salmonella Typhi PhoP-promoter GFP reporter, fluorescence, 4 h; higher % means a stronger effect. actives 0.33% (n = 310,000); in the data active = a potency from the dose series; inconclusive = inhibition mostly from about 25% at the one dose, without a potency; inactive = the rest, 99 in 100 with inhibition below about 19%;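 note: 0% = induced wells with vehicle and 100% = uninduced wells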
H1N1 NS1A inhibition: NS1A inhibition, H1N1 influenza, cell based functional assay (AID 504329); NS1A functional cell-based assay, percent inhibition; higher % means a stronger effect; inhibition, % at 12.5 µM; hits with a dose series show IC50 in µM; actives 0.3% (n = 340,000); in the data active = a potency from the dose series; inconclusive = inhibition above about 27% without an active follow-up result; note: strong numbers were not always called active
M. tuberculosis: growth inhibition of non-replicating M. tuberculosis (AID 488890) | Mycobacterium tuberculosis non-replicating, growth inhibition; higher % means a stronger effect | inhibition, % at 25 µM; hits with a dose series show IC50 in µM | actives 0.39% (n = 320,000); in the data active = a potency from the dose series; inconclusive = inhibition mostly from about 82% at the one dose, without a potency; inactive = the rest, 99 in 100 with inhibition below about 76%;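 note: plate controls were DMSO cells for no effect and high antibiotic wells for full effect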
inhibitors of VEEV 10K pilot screen: also measured in inhibitors of VEEV; calls as there; inhibition, %; measured here: 10K pilot screen inhibition
* = called active by the depositor; i = inactive; ? = inconclusive; / = not tested or not shown; & = joins results of further samples.

SMILES	inhibitors of VEEV	H37Rv inhibition	Salmonella PhoP GFP	H1N1 NS1A inhibition	M. tuberculosis	others
Brc1ccc(N=Nc2ccc3ccccc3n2)cc1	i	56%	2%	27%	?
Cc1ccccc1NC(=O)c1ccc(CN2CC(=O)N3CCCCC3C2=O)cc1 (stereo unspecified)	0.7%	-9%	-4%	-2%	13%
O=C(CSCc1ccc(Br)cc1)NCCc1ccccc1	i	8%	11%	-25%	?
CCc1ccc(N(CC(=O)NC(C)C)C(=O)CCC(=O)Nc2ccccn2)cc1	4.4%	-6%	3%	2%	-4%
CC(CNS(=O)(=O)c1ccc(Br)cc1)CN(C)C (stereo unspecified)	i	1%	6%	-5%	-8%
CCc1noc(C)c1C(=O)NNC(=O)c1ccc(F)cc1	1.6%	3%	8%	-8%	-6%
O=C(NCCN1CCCCC1)Nc1ccc(Cl)cc1	i	-3%	13%	-17%	-2%
COc1cccc(NC(=O)c2ccccc2Br)c1	2.2%	1%	4%	-2%	10%
COc1ccc(CCC(=O)Nc2ccc3c(c2)OCO3)cc1OC	2.5%	1%	-3%	9%	2%
COc1cccc(-c2nc(=S)c3c(n2CCCO)CCCC3)c1	i	-12%	9%	2%	27%
Cc1onc(-c2ccccc2Cl)c1C(=O)N(Cc1nc(-c2ccccc2)no1)C1CCCCC1	i	-7%	-9%	11%	8%
COc1cccc(-n2cc(C(=O)NCCCOC(C)C)c3ccccc3c2=O)c1	1.2%	-4%	-1%	1%	?
O=C1NCCCC1C(=O)N/N=C/c1cccc([N+](=O)[O-])c1 (stereo unspecified)	0.5%	-8%	-4%	/	6%
COc1cc(OC)c(OC)cc1CN1CCSCC1	0.7%	-2%	-6%	-4%	10%
CCCc1nnc(NC(=O)CCC(=O)N2CCN(Cc3ccc(OC)c(F)c3)CC2)s1	0.7%	6%	-2%	-2%	29%
CCc1ccc(NC(=O)c2noc(C(C)C)c2[N+](=O)[O-])cc1	0.2%	10%	3%	12%	?
COC(=O)c1sccc1NC(=S)N1CCN(c2ccc(F)cc2)CC1	0.1%	2%	-23%	1%	23%
Cc1ccc(C(=O)NCC(=O)NNC(=O)CN(C)S(=O)(=O)c2ccc(Cl)cc2)s1	1.6%	-3%	2%	-4%	-14%
CCN(CC(=O)Nc1c(F)cccc1F)C(=O)COc1cccc2c1OC(C)(C)C2	9.6%	-5%	5%	-5%	4%
Oc1oc(-c2ccc(Br)cc2)nc1/C=N/c1ccccn1	0.5%	6%	-8%	7%	-23%
Cc1ccc(NC(=O)CCc2nnc3ccc(N4CCC5(CC4)OCCO5)nn23)cc1F	i	9%	1%	0%	-6%
O=C(Nc1nnc(S(=O)(=O)N2CCCCCC2)s1)c1ccccc1Br	0.5%	5%	0%	-1%	/
CCCCC(=O)Nc1ccc(NC(=O)CC)cc1OC	0.5%	-3%	-2%	1%	-5%
COc1ccc2[nH]c(=O)c(CN(CC3CCCO3)C(=S)Nc3ccc(C)cc3)cc2c1 (stereo unspecified)	7.7%	1%	-2%	-8%	19%
Cc1onc(-c2c(F)cccc2Cl)c1C(=O)N(C)CC(=O)Nc1cccc(F)c1	1.8%	7%	3%	-10%	6%
CSCC(C)N1CCC(CO)(CCc2ccccc2)CC1 (stereo unspecified)	1.6%	-2%	-11%	-2%	-8%
COc1ccc(OCCSc2nnc(C(C)NC(=O)c3ccccc3F)n2C)cc1 (stereo unspecified)	0.3%	-1%	2%	-1%	4%
Cn1c(NCc2cccc(Br)c2)nc2ccccc21	1.0%	/	2%	7%	50%
COCCCn1c(Cc2csc(Nc3cccc(Cl)c3)n2)nnc1SCC(=O)OC	1.6%	-4%	0%	13%	10%
NC(=O)c1ccccc1OCCOc1ccc(Br)cc1	2.1%	4%	8%	5%	37%
COCCNC(=O)COC(=O)c1nsc(Cl)c1Cl	0.3%	7%	6%	1%	-3%
CCOC(=O)c1ccc(S(=O)(=O)NNC(=O)c2cccc(N(C)C)c2)cc1	5.1%	15%	2%	-2%	13%
CC(C)NC(=O)c1ccc(NC(=O)CC2SC(N3CCCCC3)=NC2=O)cc1 (stereo unspecified)	8.6%	0%	/	-3%	-5%
COC(=O)Cc1cc(=O)n2[nH]c(C)c(-c3ccccc3)c2n1	0.3%	-10%	-5%	-20%	-11%
CCCCNC(=O)CSc1nc2cc3c(cc2c(=O)n1CCCC(=O)NCCc1ccc(OC)c(OC)c1)OCO3	0.6%	-7%	-10%	-7%	-4%
COc1ccccc1NC(=O)C(=O)Nc1ccc2c(c1)N(C(=O)C1CC1)CCC2	9.5%	/	/	-10%	/
COc1ccc(-c2cccc(NS(=O)(=O)c3cc([N+](=O)[O-])ccc3C)c2)nn1	1.9%	-4%	2%	-4%	-6%
O=C(Cn1cnc([N+](=O)[O-])n1)N/N=C/c1cccc2ccccc12	i	6%	-7%	6%	24%
CCC(C)(C)NC(=O)C(c1cccn1C)N(C(=O)Cn1nnc2ccccc21)c1ccc(OC)cc1 (stereo unspecified)	0.2%	-9%	-10%&-3%	6%	-6%
CCCN1Cc2cccc(C(=O)N3CCN(c4ccc(F)cc4)CC3)c2C1=O	6.2%	7%	0%	1%	-8%

Part of the list above in order of count of non-hydrogen atoms, low to high.
SMILES	inhibitors of VEEV	H37Rv inhibition	Salmonella PhoP GFP	H1N1 NS1A inhibition	M. tuberculosis	others
COCCNC(=O)COC(=O)c1nsc(Cl)c1Cl	0.3%	7%	6%	1%	-3%
COC(=O)Cc1cc(=O)n2[nH]c(C)c(-c3ccccc3)c2n1	0.3%	-10%	-5%	-20%	-11%
CCOC(=O)c1ccc(S(=O)(=O)NNC(=O)c2cccc(N(C)C)c2)cc1	5.1%	15%	2%	-2%	13%
CC(C)NC(=O)c1ccc(NC(=O)CC2SC(N3CCCCC3)=NC2=O)cc1 (stereo unspecified)	8.6%	0%	/	-3%	-5%
COc1ccccc1NC(=O)C(=O)Nc1ccc2c(c1)N(C(=O)C1CC1)CCC2	9.5%	/	/	-10%	/
CCC(C)(C)NC(=O)C(c1cccn1C)N(C(=O)Cn1nnc2ccccc21)c1ccc(OC)cc1 (stereo unspecified)	0.2%	-9%	-10%&-3%	6%	-6%
CCCCNC(=O)CSc1nc2cc3c(cc2c(=O)n1CCCC(=O)NCCc1ccc(OC)c(OC)c1)OCO3	0.6%	-7%	-10%	-7%	-4%

(next part)
SMILES	inhibitors of VEEV	H37Rv inhibition	Salmonella PhoP GFP	H1N1 NS1A inhibition	M. tuberculosis	others
CCCCNC(=O)c1ccc(NS(=O)(=O)c2ccc3[nH]c(=O)[nH]c3c2)cc1	1.9%	-6%	-10%	-10%	-5%
CC(C)C(NS(=O)(=O)c1cccc2nsnc12)C(=O)NCc1ccc2c(c1)OCO2 (stereo unspecified)	i	-9%	-7%	5%	/
Cc1cc(F)ccc1NCc1ccncc1	0.9%	2%	5%	0%	5%
COc1ccccc1N1C(=O)[C@@H]2[C@H](C1=O)[C@H](C(=O)c1ccc(OC(C)=O)cc1)N1N=CC=C[C@@H]21	/	-1%	-6%	/	14%
CCNc1ncnc2c1cnn2C1CCCCO1 (stereo unspecified)	1.3%	/	/	-15%	/
Cc1ccc(-c2sc(-c3cccnc3)nc2CC(=O)O)cc1	0.8%	49%	-13%	14%	3%
CC(NC(=S)N1CCN(c2ccccc2)CC1)c1ccccc1 (stereo unspecified)	0.6%	8%	2%	-3%	-2%
CC1CCC(NCCc2ccc3c(c2)OCO3)CC1 (stereo unspecified)	i	-4%	11%	1%	0%
CC(C)(C)c1ccc(/C=N/NC(=O)C(=O)NCCCN2CCOCC2)cc1	1.4%	-5%	-2%	-7%	2%
Cc1cc2nc3n(c2cc1C)CC1CC(C(=O)NCCc2cccs2)N(C)C31 (stereo unspecified)	3.2%	1%	-21%	0%	7%
COc1ccc(C(C(=O)NC2CCCC2)N(C(=O)c2ccoc2C)c2cc(C)cc(C)c2)cc1 (stereo unspecified)	1.3%	-2%	-1%	8%	9%
CC(C)CNC(=O)Nc1ccc(F)c(Cl)c1	i	0%	-7%	-13%	14%
COc1ccc(-c2csc3ncnc(N4CCN(S(=O)(=O)c5ccc(Cl)s5)CC4)c23)cc1	6.4%	-5%	-5%	-6%	3%
CC(C)OCCCNC(=O)c1ccc(NC(=O)C2CCCO2)cc1 (stereo unspecified)	1.2%	-2%	3%	-12%	-5%
Cc1nc2ccccn2c1C(=O)NC1CCCCC1	0.9%	-2%	-11%	-4%	12%
CCOC(=O)c1sc(NC(=O)Nc2ccccc2F)nc1C	0.7%	7%	-2%	-1%	-6%
Cc1ccc(NC(=O)C2CCCN2C(=O)Oc2ccccc2)cc1 (stereo unspecified)	2.9%	3%	2%	-10%	-5%
CC(C)(C)n1cnc2cc(NCc3ccc(Br)cc3)ccc21	2.1%	?	-10%	-2%	?
O=S(Cc1ccc(Cl)cc1)c1ccccc1 (stereo unspecified)	5.1%	/	/	-1%	/
CC(=O)N1CCOc2ccc(S(=O)(=O)Nc3cccc(C)c3)cc21	3.4%	8%	2%	7%	0%
CN1C/C(=C/c2cccnc2)C(=O)/C(=C/c2cccnc2)C1	12%	?	0%	13%	i
O=C(CN1CCc2ccccc2C1)Nc1ccccc1Cl	i	12%	-9%	-6%	50%
CCOC(=O)c1c(-c2ccccc2)csc1N1C(=O)Nc2ccccc2N1O	i	-9%	-10%	0%	26%
COc1ccc(C(=O)/C=C/c2cc(OC)c(O)c(OC)c2)c(F)c1	>25µM*	35µM*	-8%	-6%	33%
CN(Cc1ccccc1)C(=O)c1cn(C)c2ccc(S(=O)(=O)N3CCCC3)cc2c1=O	i	-4%	-13%	5%	-1%
C[N+](C)(C)CCCC(=O)c1ccc2c(c1)OCO2	0.4%	-5%	-8%	-1%	-5%
CCCOc1cccc(C(=O)N(Cc2ccccc2)C2CCS(=O)(=O)C2)c1 (stereo unspecified)	i	17%	11%	-6%	-8%
CSc1ccc(CCNS(=O)(=O)c2ccc3c(c2)C(C)(C)C(=O)N3C)cc1	0.3%	11%	1%	1%	66%
COc1ccc(NC(=O)O/N=C/c2ccc(N(C)C)cc2)cc1	0.5%	39%	14%	3%	15%
COC(=O)[C@H](C)NC(=O)NCCC1=CCCCC1	0.2%	-4%	5%	4%	11%
O=C(OC(C(=O)NC1CCCC1)c1ccncc1)C1=Cc2ccccc2OC1 (stereo unspecified)	4.5%	-1%	-7%	20%	19%
O=C(O)c1cccc(NC(=S)NC(NC(=O)c2ccccc2[N+](=O)[O-])C(Cl)(Cl)Cl)c1 (stereo unspecified)	0.0%	7%	-10%	-8%	-4%
CCn1c(C)c(C(C)=O)c(SC)nc1=S	1.4%	12%	7%	2%	10%
O=C(NCC(c1cccnc1)N1CCOCC1)c1cccs1 (stereo unspecified)	3.0%	-12%	-7%	-2%	-2%
Cc1ccc(S(=O)(=O)NC(=O)N2CCCN(Cc3ccc(F)cc3)CC2)cc1	4.5%	-19%	0%	-16%	-17%
COc1ccccc1N1CCN(Cc2nc3ccsc3c(=O)[nH]2)CC1	0.1%	-3%	-1%	-5%	1%
CCOc1ccc(NC(=O)CN(C)C(=O)CCNC(=O)c2ccccc2Cl)cc1OCC	2.2%	2%	-6%	-7%	-5%
COc1cc(OC)c(NC(=O)CCNC(=O)Cn2ccc3ccccc3c2=O)cc1Cl	1.4%	-5%	3%	2%	-14%	inhibitors of VEEV 10K pilot screen=0.0
COc1cccc(-n2c(SCC(=O)Nc3cc(C)on3)nc3ccccc3c2=O)c1	1.3%	-3%	-7%	1%	-3%
CC[C@H](C)NC(=O)CCCCCn1c(=S)[nH]c2c([nH]c3ccc(OC)cc32)c1=O	1.0%	0%	-12%	8%	-17%
CC(C)C[C@H](NC(=O)c1[nH]cnc1C(=O)N[C@@H](C)c1ccccc1)C(=O)OC(C)(C)C	0.3%	5%	-4%	-14%	49%	inhibitors of VEEV 10K pilot screen=4.8
O=C(N/N=C/c1cccs1)c1ccc2ccccc2c1	6.5%	65%	-2%	-3%	12%
Cn1nc(CC(=O)Nc2ccc3c(c2)CCC3)c2ccccc2c1=O	i	/	/	6%	/
CC(OC(=O)c1ccc(S(=O)(=O)NCc2ccco2)cc1)C(=O)Nc1ccc(Cl)cn1 (stereo unspecified)	i	9%	2%	-2%	43%
CSc1nnc(NC(=O)C2CCCCC2)s1	i	2%	/	2%	/
Cc1onc(-c2ccccc2)c1NC(=O)N(CCC#N)Cc1ccccc1	0.8%	2%	-6%	/	-12%
COc1ccc(/C=C2\SC(=O)N(CCc3nnc(N)s3)C2=O)cc1	4.5%	-9%	-13%	-7%	8%
CC(=O)Nc1ccccc1C(=O)OCc1ccccc1F	0.7%	4%	-10%	-5%	18%
